aSyn UTR inh = MLPCN primary screen, SNCA 5' untranslated region; alpha-synuclein 5'UTR reporter, inhibitor activity; inhibition, % (tested at 7.5 µM); 0.82% of 300,000 active; AID 1813, 2009; in the data active means inhibition above about 60%; inconclusive means no clear call, values can overlap the other calls;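 further: H4 neuroglioblastoma cells stably carrying SNCA 5'UTR luciferase fusion; 0% = DMSO wells and 100% = positive control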
GSK3beta inhib = human GSK3beta kinase inhibitors, primary screen, biochemical, cell-free homogeneous, HTS; activity score (negative = inhibition), % at 10 µM; GST-GSK3beta kinase, ADP-Glo luminescence, 60 min; stronger effect = lower value; Glycogen synthase kinase-3 beta (Homo sapiens), P49841; AID 2097, 2009; 0.038% of 300,000 active;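 active means more than half of replicate wells score below -50%, meaning over 50% inhibition versus plate controls; inconclusive means some replicates but at most half score below -50%; inactive means no replicate scores below -50%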;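 further: 0% = median DMSO wells and -100% = median GW8510 positive control wells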
Target sequence (P49841 whole entry, looked up): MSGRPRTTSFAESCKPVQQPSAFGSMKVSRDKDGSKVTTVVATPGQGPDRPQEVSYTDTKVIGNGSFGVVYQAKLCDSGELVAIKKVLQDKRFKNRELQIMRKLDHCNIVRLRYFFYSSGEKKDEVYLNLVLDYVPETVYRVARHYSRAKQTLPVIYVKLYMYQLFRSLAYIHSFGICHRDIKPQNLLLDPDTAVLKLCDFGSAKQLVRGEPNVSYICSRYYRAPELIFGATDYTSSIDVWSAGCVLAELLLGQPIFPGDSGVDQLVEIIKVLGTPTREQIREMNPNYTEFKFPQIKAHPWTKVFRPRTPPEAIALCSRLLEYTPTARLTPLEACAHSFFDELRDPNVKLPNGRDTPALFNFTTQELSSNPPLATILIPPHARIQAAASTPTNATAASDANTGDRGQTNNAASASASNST
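Assay system: GST-tagged human GSK3beta kinase, cell-free; Input: 1.6 ng GSK3beta; Medium: Tris/MgCl2 kinase buffer; Timing: 60 min enzyme reaction, room temperature; Signal: ADP-Glo luminescence quantifying ADP generated by kinase; Evaluation: score relative to plate controls; Benchmarks: DMSO neutral wells and GW8510 at 20 µM as positive.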
HSF1 inh = HSF1 inhibitors in luciferase reporter cells, primary screen, cell-based, NIH3T3, luminescence. NIH3T3-HGL HSE-luciferase, MG132-induced, luminescence 8 h; stronger effect = lower value. activity change, negative = inhibition, % at 7.5 µM (by protocol). 0.77% of 300,000 active. AID 2098, 2009;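 active means more than half of replicate wells show activity change below -50%, luminescence cut by over half; inconclusive means some wells, but at most half, below -50%; inactive means no replicate well below -50%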;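 further: luciferase reports HSF-1 transcriptional activity via heat shock element; 0% = median of DMSO wells and -100% = zero luminescence signal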
Platelet DG rel = inhibitors of platelet dense granule secretion, primary screen, cell-based, MLPCN, human platelets. 0.22% of 300,000 active. human platelet-rich plasma, SFLLRN dense granule ATP release, luminescence. AID 1663, 2009. inhibition, %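 (compounds screened at 7.5 µM in platelet-rich plasma)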;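 active means mean replicate score, as percent of positive control, at or above 50; inconclusive means mean below 50 but at least one replicate at or above 50; inactive means mean and every replicate below 50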
HSF1 activator = HSF-1 activators, primary screen, NIH3T3-HGL cells, MG132 stress, luminescence, single point; AID 504408, 2011; activation, % at 9 µM; 1.7% of 300,000 active; NIH3T3-HGL HSF-1 luciferase reporter, 8 h; 100% = twice DMSO control signal;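 active means mean replicate activation of at least 50% with a set share of replicates each reaching 50%; inconclusive means only one of those two conditions met; inactive means mean below 50% and too few replicates reaching it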;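 further: 0% = median of the neutral control wells and 100% = twice that signal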
KLF5 inh = KLF5 expression inhibitors, primary screen, DLD-1 cells, luminescence | 0.23% of 290,000 active | DLD-1 KLF5 promoter-luciferase reporter | inhibition, % at 5 µM | AID 1700, 2009;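 active means inhibition above a per-plate limit of that plate's mean compound inhibition plus 3 SD, cut at about 60% in these data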;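 further: 0% = DMSO wells and 100% = LY294002 at 200 µM; higher means less KLF5 promoter-driven luciferase light; inactives centre near -14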
DYRK1A inh = rat Dyrk1A kinase inhibitors, primary screen, biochemical, single point, plate reader; AID 504441, 2011; inhibition, % at 12.5 µM; 0.43% of 310,000 active; ADP-Glo luminescence, NFATc1 peptide; in the data active means inhibition above about 50%;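 further: plate controls were vehicle with enzyme for no effect and no enzyme for full effect; many of its hits are not listed in these tables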
GSK3A inh = blockers of GSK3A enzyme activity – biochemical, luminescence, cell-free homogeneous, HTS, primary screen. Glycogen synthase kinase-3 alpha (Homo sapiens), P49840. GSK-3 alpha kinase, ADP-Glo luminescence, 60 min. inhibition, % at 10 µM. 0.1% of 320,000 active. AID 2650, 2010;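 in the data active means inhibition above about 50%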;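 further: GST-tagged GSK-3 alpha with peptide substrate and 25 µM ATP; 0% = DMSO neutral wells and 100% = GW8510 positive control wells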
Target sequence (P49840 whole entry, looked up): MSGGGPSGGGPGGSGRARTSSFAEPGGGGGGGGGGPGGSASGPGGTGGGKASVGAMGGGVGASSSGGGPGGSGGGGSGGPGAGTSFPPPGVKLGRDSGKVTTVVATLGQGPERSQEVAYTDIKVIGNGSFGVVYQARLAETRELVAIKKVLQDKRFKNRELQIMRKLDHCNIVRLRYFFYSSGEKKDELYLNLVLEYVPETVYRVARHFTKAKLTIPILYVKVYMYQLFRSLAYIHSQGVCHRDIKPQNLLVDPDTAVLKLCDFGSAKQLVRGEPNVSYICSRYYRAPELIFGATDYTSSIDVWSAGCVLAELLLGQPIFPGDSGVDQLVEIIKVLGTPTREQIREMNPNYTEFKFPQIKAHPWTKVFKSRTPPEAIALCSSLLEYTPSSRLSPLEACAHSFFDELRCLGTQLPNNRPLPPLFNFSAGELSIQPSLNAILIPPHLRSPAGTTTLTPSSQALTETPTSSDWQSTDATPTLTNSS
IEC-6 cytotox = cytotoxicity in IEC-6 intestinal epithelial cells, primary screen, cytotoxicity control for KLF5 inhibitor project, cell-based, luminescence; AID 1825, 2009; IEC-6 cytotoxicity, luminescence viability; inhibition, % at 5 µM; 0.78% of 290,000 active; in the data active means inhibition above about 22%;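 further: 0% = plate median of test compound wells and 100% = cytotoxic reference compound wells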
HSP90 inh = HSP90 inhibitors, primary screen, cell lysate, luminescence; Heat shock protein HSP 90 (rabbit reticulocyte lysate; luciferase refolding); Rabbit reticulocyte lysate, luciferase refolding luminescence, 3 h; inhibition, % at 5.6 µM; 0.91% of 290,000 active;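 active means inhibition above the screen-wide mean plus 3 SD, computed separately per campaign, cut at about 16% in these data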;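 further: 0% = DMSO wells and 100% = 60 µM geldanamycin wells; inhibitors lower the luminescence because luciferase stays unfolded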
Starred values were filed as active, the others as inactive; u = inconclusive; x = no result given.

mol	IEC-6 cytotox	aSyn UTR inh	HSF1 activator	DYRK1A inh	GSK3A inh	HSF1 inh	GSK3beta inhib	KLF5 inh	HSP90 inh	Platelet DG rel
CCOC(=O)CSc1nc(=O)n2cccc(C)c2n1	1	-11	0	0	0	-4	1	-37	0	-2
COC(=O)c1ccc(CNC(=O)C2CCC(=O)N(CCCc3ccccc3)C2)cc1 (centres undefined)	-1	30	8	-3	-14	2	2	-15	-3	-12
CCOC(=O)c1c(N2CCN(c3ccccc3)CC2)cc(C)nc1C	2	2	-11	-1	2	-6	2	-29	-2	-6
CN(C(=O)CCc1ccccc1F)C1CCCN(Cc2ccccc2F)C1 (centres undefined)	4	4	-14	-4	-1	-7	0	-27	-5	20
Cc1ccc(NS(=O)(=O)c2ccc(NC(=O)c3ccc(-c4ccccc4)cc3)cc2)c(C)c1	-4	-13	-16	-4	2	-9	1	-9	0	8
CCC(=O)c1ccc(OCc2ccc(C(=O)OC)cc2)c(OC)c1	2	-75	-3	-1	0	2	-5	-29	-1	6
O=C(CSc1ncnc2ccccc12)NCCc1ccccc1	-4	-37	13	1	-1	8	1	-4	0	0
COc1cccc(-c2cc(C(=O)Nc3cc(C)n(Cc4ccc(Cl)cc4)n3)no2)c1	-4	16	-3	2	-3	0	3	-2	-1	2
CC(NC(=O)COc1ccc(Oc2ccccc2)cc1)C(=O)O (centres undefined)	1	-2	-1	3	-6	-7	4	-32	0	-3
O=[N+]([O-])c1cc(Br)cc(/C=N/n2cnnc2)c1O	3	-10	-4	10	3	1	0	-19	2	11
Cc1nnc(SCc2ccc([N+](=O)[O-])cc2)o1	1	-17	-4	-3	1	9	4	-11	1	-1
Cc1cnc(NC(=O)CN2C(=O)C3CC=CCC3C2=O)s1 (centres undefined)	-2	10	4	6	0	-2	2	-28	-3	2
O=C(O)C1C2C=CC(C2)C1C(=O)Nc1ccc(C(=O)N2CCCCC2)cc1 (centres undefined)	1	x	x	-3	2	x	x	-16	-1	x
Cc1ccccc1NC(=O)NCCc1nc2ccccc2[nH]1	6	3	10	0	3	-2	3	-36	-1	-7
COc1ccccc1N1CCN(C(=O)CSc2nc3ccccc3nc2N2CCCCC2)CC1	-6	29	-13	-1	1	1	1	-19	-1	20
Cc1cc(N/N=C/c2cccc(Br)c2)nc2ccccc12	4	-241	24	-4	-1	12	2	-10	2	3
COc1cccc(C2=CC(c3ccccc3)n3nnnc3N2)c1 (centres undefined)	28*	-28	9	x	-6	4	1	21	1	1
CN(C)S(=O)(=O)c1ccc(C(=O)NCC(C)(C)CN=C2NS(=O)(=O)c3ccccc32)cc1	-1	-17	4	-2	-1	1	-2	-9	-3	-5
C1=CC(c2cc3ccccc3o2)OC(CCc2ccccc2)C1 (centres undefined)	4	-3	13	-17	0	-1	0	0	0	4
Cn1c(Sc2ccc(Br)cc2)c(C=O)c2ccccc21	0	10	-35	9	0	-34	2	-29	0	-1
Cn1c(=O)c2c(nc(NCc3cccnc3)n2Cc2cccc(C(F)(F)F)c2)n(C)c1=O	25*	10	3	-7	-1	0	-1	9	4	24
COC(=O)C1=C(C)N(c2cc(C)cc(C)c2)/C(=C/c2ccco2)C1=O	-11	-14	4	-6	-1	3	-1	-7	-4	8
COc1ccc(-c2nc(CN3CCN(C(=O)c4ccco4)CC3)c(C)o2)c(F)c1	-8	11	-13	-5	3	0	-3	-27	1	0
CCc1nc2ccc(C(=O)NCCCN3CCN(c4ccccc4F)CC3)cc2nc1CC	-6	2	-15	1	2	-12	-2	-11	1	-4
COc1ccc(CNC(=O)CCNS(=O)(=O)c2cc(Br)cnc2N)cc1	-3	13	-13	6	0	-8	1	5	0	1
NS(=O)(=O)c1ccc(-c2ccc(/C=N/Nc3ccc(C(=O)O)cc3)o2)cc1	-16	-52	-34	2	3	-14	0	10	10	6
CCC(C)(C)NC(=O)C(c1ccc(OC)cc1)N(C(=O)CCC(=O)Nc1cc(C)on1)c1ccc(OC)cc1OC (centres undefined)	0	4	25	0	0	5	3	-23	2	-5
Cc1ccc(S(=O)(=O)C(C#N)c2nc3ccccc3nc2N2CCN(C)CC2)cc1C (centres undefined)	0	-2	9	2	-1	4	3	-18	3	4
COCCn1c(SCC(=O)Nc2cc(C)on2)nc2c(c1=O)SCC2	0	-19	5	1	-3	-3	2	-23	-1	-4
CCOc1cc(C(=O)NC)cc(Br)c1OC	6	0	-1	4	0	-4	-2	-24	2	8
CSc1ccc(C(=O)C2CCCN(C(=O)Cn3cnnn3)C2)cc1 (centres undefined)	-8	2	3	-1	2	0	2	-33	1	13
O=c1[nH]c(Nc2ccc3c(c2)OCCO3)nnc1Cc1ccccc1	-3	-16	33	-1	-2	-2	1	-11	-1	-3
O=C(CSc1ncnc2sc3c(c12)CCCC3)c1ccco1	-3	x	x	6	1	x	0	-14	-2	x
CCOc1ccccc1-n1nnnc1SCC(=O)NC(=O)Nc1ccc2c(c1)OCCO2	3	7	-9	-2	15	-8	-2	3	2	1
C/C=C\C=C\C(=O)N1CC2(CC(c3cccc(NC(=O)/C(C)=C\C)c3)=NO2)C[C@H]1C(N)=O (some centres undefined)	x	-13	-10	2	0	6	0	x	x	11
Cc1ccc(S(=O)(=O)N2CCN(c3cnn(C)c(=O)c3Cl)CC2)cc1	-1	1	-13	2	4	-2	-3	-2	0	-4
CCN(CC)C(=O)CSc1ccc(C(F)(F)F)cc1[N+](=O)[O-]	-4	6	26	-2	2	3	0	-22	-1	4
COC(=O)c1sccc1NC(=S)N1CCN(c2cccc(C)c2C)CC1	1	8	17	-2	7	-4	6	-21	-3	8
CCOc1ccc(N/C(=C(/C(Cl)=C(Cl)Cl)[N+](=O)[O-])n2cncn2)cc1	-1	-10	9	x	-7	3	-2	-8	0	-6
O=C(C1CCCCC1)N1CCN(S(=O)(=O)c2cccc([N+](=O)[O-])c2)CC1	-6	1	-1	-10	1	-1	0	-12	-5	-2
O=C(CNC(=O)c1cccs1)NCCN1CCC(Cc2ccccc2)CC1	-5	-6	1	x	1	-1	4	-20	-2	-8
CCN(CC)S(=O)(=O)c1cccc(NC(=O)CN2C(=O)c3ccc([N+](=O)[O-])cc3C2=O)c1	3	10	-7	-1	-2	0	2	-9	2	5
CC(=O)c1ccc(OCCOc2ccc(Cl)c3cccnc23)cc1	4	-3	4	3	-2	0	-6	-10	-4	-4
Cc1ccc(SCCC(=O)Nc2ccc(Br)c(C)c2)cc1	2	2	11	3	0	0	2	9	5	18
O=C(CSc1nc2ccccc2s1)N/N=C/c1ccco1	-1	-9	9	0	1	-8	1	-33	-2	-4
O=C(Nc1ccccc1Oc1cccnc1)C1CCCN(Cc2cccc(Cl)c2)C1 (centres undefined)	-5	25	39	1	10	13	4	-4	0	-6
O=C(CN1CCOCC1)NNC(=S)Nc1ccc(Cl)cc1	6	4	-10	-1	-1	-4	1	-12	-1	17
CN(C(=O)CC1C(=O)NCCN1Cc1ccc(F)cc1Cl)C1CCCCC1 (centres undefined)	-1	-2	26	-9	-3	2	2	-14	-2	4
CCOc1ccc(-c2nn3c(-c4ccccc4)nnc3s2)cc1	1	5	0	3	-8	5	2	-6	1	4
CC(C)(C)NC(=O)C(c1ccncc1)N(C(=O)Cn1nnc(-c2ccc(F)cc2)n1)c1cccc(F)c1 (centres undefined)	3	17	15	3	7	-10	0	-13	3	-5
O=S(=O)(c1ccc(C2CCCCC2)cc1)N1CCOCC1	0	19	12	0	1	0	2	4	-1	1
O=C(CN(C(=O)Cn1nnc(-c2cccs2)n1)c1ccc2c(c1)OCCO2)NCc1ccccc1	1	38	-14	6	0	-12	-4	-3	0	1
O=C1Cc2cc(S(=O)(=O)N3CCN(c4ccccc4)CC3)ccc2N1	-8	-4	11	1	1	5	1	-25	1	3
O=c1oc2ccccc2cc1-c1nc2c(s1)CCCC2	3	u	-14	4	0	-14	0	-190	12	4
CCCCCCN(C(=O)CCCCCN1C(=O)NC(c2ccc(-c3ccccc3)cc2)C(C(=O)OCc2ccccc2)=C1C)C(C(=O)NCCCC)C1CCCCC1 (centres undefined)	x	5	1	x	x	-14	-1	x	x	3
O=C(CCCc1ccccc1)Nc1cccc2c1CCCC2	-4	10	25	-5	-4	11	-3	-15	2	4
COc1ccc(C(=O)NNC(=O)c2cc3cc(OC)ccc3oc2=O)cc1	-6	-9	8	6	8	-7	-1	21	-5	10
CCOc1ccccc1NC(=O)Nc1cccc(C(C)=O)c1	-1	-35	16	9	1	2	0	-29	-1	7
Cc1ccc(-c2nc(-c3cccnc3)sc2CC(=O)O)cc1	-4	8	14	-8	5	0	-9	2	1	-8
Cc1cccc(Oc2ccc3c(c2)cc(C(=O)O)n3C)c1	8	20	6	-7	-6	-3	-3	-34	0	-3

Next records
mol	IEC-6 cytotox	aSyn UTR inh	HSF1 activator	DYRK1A inh	GSK3A inh	HSF1 inh	GSK3beta inhib	KLF5 inh	HSP90 inh	Platelet DG rel
CCOc1ccccc1NC(=O)CSc1nnc(NC(=O)c2ccco2)s1	-8	-11	23	3	-1	-1	1	-19	4	1
Cc1ccc(C(NC(=O)N2CCN(C)CC2)C(Cl)Cl)cc1F (centres undefined)	5	19	6	-5	-4	-7	-1	2	-1	-1
COC(=O)CSc1ccc2nnc(-c3ccc(F)cc3)n2n1	-6	-7	2	27	60*	-8	-78*	-9	1	-2
CCN1C(=O)c2cccc3c(NC(=O)c4ccc(OC)c(OC)c4)ccc1c23	3	-5	31	3	1	18	-1	-29	3	2
O=C1CC(Nc2ccc(N3CCOCC3)cc2)C(=O)N1c1cccc(C(F)(F)F)c1 (centres undefined)	-9	12	-2	2	-1	1	3	-6	-3	-28
CN(C(=O)COC(=O)C1CCN(S(=O)(=O)c2ccc3c(c2)OCCO3)CC1)C1CCS(=O)(=O)C1 (centres undefined)	x	-7	-20	-3	0	-11	2	x	x	14
O=C(CCC1CCCCC1)NCc1ccccn1	-3	-19	-4	x	-1	-9	-7	-25	3	12

A portion of the library; the hit share may differ from the screen's.
